FUS yeast rescue: rescues growth of FUS-expressing yeast; S. cerevisiae FUS-expressing, growth rescue, OD600, 24 h; Potency, µM (top dose mostly 76.6 µM), without a hit: at the top dose growth rescue (activation), usual class: activators; hit rate 0.24% among 390,000; AID 1347120;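 further: potency means the concentration at half of the fitted maximal effect; plate controls were DMSO vehicle for no effect and reference control for full effect; nearly all actives have a fitted effect of over 55% in size; some results filed as inactive show a strong effect at the top dose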
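Toxicity suppression screen in FUS-yeast. Cells induced with 2% galactose, starting OD 0.005, treated 24hr at 30C with compounds at multiple final concentrations; growth by OD600.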
EPAC1 ag: EPAC1 (human) agonism; O95398; EPAC1 agonist qHTS, biochemical assay; response scale: 100% = response to 6.5 mM cAMP; Potency, µM (titrated, usually from 154 µM), inactives show at the top dose activation, usual class: activators; hit rate 0.073% among 360,000; further: potency means the concentration at half of the fitted maximal effect; nearly all actives have a fitted effect of over 60% in size
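Read-out is the fluorescence drop as BODIPY-GDP leaves Rap1B (480 nm excitation, 540 nm emission), recorded every 5 minutes over 30 minutes. Reactions held 100 nM EPAC1, 250 nM Rap1B–BODIPY-GDP and 50 uM GDP, with 6.5 mM cAMP setting full activation.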
PI5P4Ka inh: PI5P4K alpha (human) kinase inhibition. P48426. PI5P4Kalpha enzyme, ADP-Glo luminescence, 60 min; hits give low values. max response, %. hit rate 1.2% among 330,000. AID 652105; active means max response of -50% or lower; inconclusive means between -30% and -50%; inactive means -30% or higher; further: value at the top dose of about 77 µM; on the % scale 0 is the no-effect control and ±100 the full control effect
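Reactions run in 0.038 M HEPES pH 7.4, 0.28 mM EGTA, 0.1% CHAPS and 5% DMSO, with PI5P4Kalpha, substrate, compound and 5 microM ATP final, one hour at room temperature. Readout is ADP-Glo luminescence.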
IL-2 act: activators of IL-2; activation, % (series mostly up to about 46 µM); AID 652025; IL-2 activation reporter assay, cell-based qHTS; stimulated with anti-CD3/CD4/CD28 beads; in transgenic mouse T cells; hit rate 0.065% among 360,000; in the data active means activation above about 50%; inconclusive means mostly about 30% to 49%; further: 0% is about no effect
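Unstimulated transgenic mouse T cells, 750 per well, received compound and, after 60 minutes, anti-CD3/anti-CD4 bead plus anti-CD28 stimulation. EGFP and DsRed were quantified after 18 hours.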
WRN helicase inh: blocks human WRN helicase; Q14191; WRN helicase unwinding, fluorescent forked duplex, kinetic; Potency, µM (series often up to 114 µM), without a hit: at the top dose activity change, negative = inhibition, hits mostly inhibitors; hit rate 0.46% among 360,000; AID 651768; further: potency means the concentration at half of the fitted maximal effect; on the % scale 0 is the no-effect control and ±100 the full control effect; nearly all actives have a fitted effect of over 55% in size
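Kinetic red-fluorescence monitoring (525/598 nm) tracks WRN helicase activity after 100 nM fluorophore-quencher forked duplex and 2 mM ATP are added to 20 nM enzyme pretreated 15 min at room temperature with compound.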
EPAC1 antagonist: antagonists of human EPAC1. O95398. EPAC1 GEF assay, Rap1b-BODIPY-GDP exchange fluorescence. Potency, µM (doses to about 115 µM), without a hit: at the highest dose activity change, negative = inhibition, most hits filed as inhibitors. hit rate 0.14% among 360,000. AID 720709;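 further: potency means the concentration at half of the fitted maximal effect; plate controls were vehicle for no effect and positive control for full effect; nearly all actives have a fitted effect of over 50% in size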
PLK1 PBD inh: inhibitors of human PLK1 polo-box domain binding. Potency, µM, for inactives: max response, negative = inhibition, usual class: inhibitors. hit rate 2.8% among 360,000. Plk1 PBD binding of FITC phosphopeptide, fluorescence polarization; further: potency means the concentration at half of the fitted maximal effect; series mostly up to about 57 µM; on the % scale 0 is the no-effect control and ±100 the full control effect; nearly all actives have a fitted effect of over 65% in size
Target sequence (P53350 whole entry, looked up, the tested form may be a part): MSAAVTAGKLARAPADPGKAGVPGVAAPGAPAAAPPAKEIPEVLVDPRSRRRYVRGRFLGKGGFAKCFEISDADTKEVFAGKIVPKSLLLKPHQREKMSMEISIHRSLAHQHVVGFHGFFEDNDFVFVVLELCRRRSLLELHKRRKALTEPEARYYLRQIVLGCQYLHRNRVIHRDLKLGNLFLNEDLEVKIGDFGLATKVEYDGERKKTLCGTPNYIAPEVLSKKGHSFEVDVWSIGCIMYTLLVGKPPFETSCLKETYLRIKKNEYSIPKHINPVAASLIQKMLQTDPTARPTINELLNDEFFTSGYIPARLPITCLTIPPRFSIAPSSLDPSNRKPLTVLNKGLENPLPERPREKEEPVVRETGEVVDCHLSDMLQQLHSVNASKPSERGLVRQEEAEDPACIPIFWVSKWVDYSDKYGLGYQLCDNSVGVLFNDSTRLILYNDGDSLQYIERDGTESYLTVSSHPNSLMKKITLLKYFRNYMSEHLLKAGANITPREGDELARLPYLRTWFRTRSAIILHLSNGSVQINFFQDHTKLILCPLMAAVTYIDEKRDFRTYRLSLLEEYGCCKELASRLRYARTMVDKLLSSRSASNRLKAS
Abeta yeast res: A-beta toxicity reversal in yeast | Potency, µM (doses to about 46.1 µM), inactives show at the top dose growth rescue, usual class: activators | AID 1347071 | yeast expressing A-beta42, growth rescue, OD600, 48 h; response scale: 0% DMSO, 100% iron-clioquinol control | hit rate 0.063% among 410,000; further: potency means the concentration at half of the fitted maximal effect; nearly all actives have a fitted effect of over 55% in size
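Growth rescue measured by 600 nm absorbance after 48 h yeast culture at 30 C with compound. Values normalized between DMSO and an equimolar ferric chloride plus clioquinol control.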
Active calls of the source: *; ? = inconclusive; . = not tested or not shown; [ ] = dose if it differs, or a comment. Unless noted, the call rests on the fitted dose curve; in most records, active means well fitted curve in the direction sought with a large enough effect; inconclusive means small, poorly fitted or top-dose-only effect, or another doubt; inactive means no such curve, though single readings can be large; an effect the other way counts as inactive or inconclusive.

SMILES | FUS yeast rescue | EPAC1 ag | PI5P4Ka inh | IL-2 act | WRN helicase inh | EPAC1 antagonist | PLK1 PBD inh | Abeta yeast res
COc1ccc(NC2=NCC(=O)N2c2ccccc2F)c(OC)c1 | 6% | 1% | 2 | -1.0 | 1%[57.1 µM] | 4% | 0% | 2%
Cn1cc(/C=C/C(=O)N2CCCC(C(=O)c3ccc(C(F)(F)F)cc3)C2)cn1 (centres undefined) | 12% | 10% | 4 | -3.0 | 4% | -14% | -7% | -17%
C=C(C)Cn1c(-c2ccccc2)nc2ccccc21 | 7% | 8% | 0 | -1.8 | -9% | -14% | -3% | 14%
Cc1nc(NCc2ccccc2)[nH]c(=O)c1CCC(C)C | 11% | -8% | . | 0.6 | -1% | -6% | -4% | 2%
COc1ccc(CNc2oc(COc3ccccc3Cl)nc2C#N)cc1 | 34% | 15% | 1 | -1.6 | -10% | -2% | -4% | 6%
CCOc1ccc(-c2noc(COC)n2)cc1OC | -15% | 1% | -5 | -0.3 | 0% | 5% | 0% | -5%
O=c1cc(CO)occ1OCc1cccc(C(F)(F)F)c1 | -25% | 0% | -3 | -0.8 | 6% | 7% | 1% | 10%
COc1ccc(NC(=O)Cc2ccc(Cl)c(Cl)c2)cn1 | -25% | 1% | -2 | -4.2 | 5% | -14% | -14% | 1%
Cc1ccc(-n2ncc3c(NNC(=O)Cc4ccccc4)ncnc32)cc1 | . | 3% | -6 | 0.0 | 5% | -20% | -14% | ?
CCOc1ccc(NC(=O)CSc2nccn2C)cc1 | 7% | 3% | . | 0.7 | -4% | 12% | -5% | 13%
Cc1ccc(OCC(=O)N2c3ccccc3CC2C)c([N+](=O)[O-])n1 (centres undefined) | -24% | 5% | 3 | 2.1 | 3% | -23% | -8% | 0%
COc1ccc(C(=O)Oc2cccnc2)cc1OC | 3% | 15% | -2 | -1.4 | 4% | -13% | 1% | 8%
CCN(CC)CCCN1C=C2C(=O)C(C)(OC(=O)C3CCCC3)C(=O)C=C2C=C1c1ccsc1 (centres undefined) | ? | 8% | -18 | -0.8 | -14%[57.1 µM] | -19% | -23% | 2%
O=C(Oc1ccc2c3c(c(=O)oc2c1)CCCC3)c1cccs1 | -6% | 19% | 5 | 0.5 | -16% | -21% | -5% | -16%
Cc1cc(CNC(=O)C(C)n2nc(C)c([N+](=O)[O-])c2C)c2ccccc2n1 (centres undefined) | 14% | 1% | 4 | 0.6 | -6% | -20% | -4% | -17%

Given with values under each structure: part of the list above
Under each structure – FUS yeast rescue | EPAC1 ag | PI5P4Ka inh | IL-2 act | WRN helicase inh | EPAC1 antagonist | PLK1 PBD inh | Abeta yeast res
> C=C(C)Cn1c(-c2ccccc2)nc2ccccc21
  7% | 8% | 0 | -1.8 | -9% | -14% | -3% | 14%
> Cc1nc(NCc2ccccc2)[nH]c(=O)c1CCC(C)C
  11% | -8% | . | 0.6 | -1% | -6% | -4% | 2%
> COc1ccc(CNc2oc(COc3ccccc3Cl)nc2C#N)cc1
  34% | 15% | 1 | -1.6 | -10% | -2% | -4% | 6%
> CCOc1ccc(-c2noc(COC)n2)cc1OC
  -15% | 1% | -5 | -0.3 | 0% | 5% | 0% | -5%
> O=c1cc(CO)occ1OCc1cccc(C(F)(F)F)c1
  -25% | 0% | -3 | -0.8 | 6% | 7% | 1% | 10%
> COc1ccc(NC(=O)Cc2ccc(Cl)c(Cl)c2)cn1
  -25% | 1% | -2 | -4.2 | 5% | -14% | -14% | 1%
> Cc1ccc(-n2ncc3c(NNC(=O)Cc4ccccc4)ncnc32)cc1
  . | 3% | -6 | 0.0 | 5% | -20% | -14% | ?
> CCOc1ccc(NC(=O)CSc2nccn2C)cc1
  7% | 3% | . | 0.7 | -4% | 12% | -5% | 13%
> Cc1ccc(OCC(=O)N2c3ccccc3CC2C)c([N+](=O)[O-])n1 (centres undefined)
  -24% | 5% | 3 | 2.1 | 3% | -23% | -8% | 0%
> COc1ccc(C(=O)Oc2cccnc2)cc1OC
  3% | 15% | -2 | -1.4 | 4% | -13% | 1% | 8%
> CCN(CC)CCCN1C=C2C(=O)C(C)(OC(=O)C3CCCC3)C(=O)C=C2C=C1c1ccsc1 (centres undefined)
  ? | 8% | -18 | -0.8 | -14%[57.1 µM] | -19% | -23% | 2%
> O=C(Oc1ccc2c3c(c(=O)oc2c1)CCCC3)c1cccs1
  -6% | 19% | 5 | 0.5 | -16% | -21% | -5% | -16%

Continuation:
SMILES | FUS yeast rescue | EPAC1 ag | PI5P4Ka inh | IL-2 act | WRN helicase inh | EPAC1 antagonist | PLK1 PBD inh | Abeta yeast res
Cc1ccc2c(Cl)cc(Cl)c(OCC(=O)NCCc3ccccn3)c2n1 | -10% | 7% | -3 | 0.0 | -7% | -6% | -8% | -6%
CCOc1ncccc1C(=O)OCC(=O)N1CCN(S(=O)(=O)c2ccc(Cl)cc2)CC1 | 15% | -5% | . | -2.1 | 13% | 7% | -2% | 8%
Cc1cc(C)n(C(CC(=O)N2CCc3ccccc3C2)C(=O)O)n1 (centres undefined) | 12% | 6% | . | 0.5 | -11%[57.1 µM] | -9% | -1% | -2%
O=C(COc1ccc2ccccc2c1)Nc1nnc(-c2ccco2)s1 | 12% | 3% | -4 | -3.4 | -8% | 17% | -8% | -9%
CCCCc1ccc(NC(=O)CSc2nc(=O)n(CCCN3CCOCC3)c3c2CCC3)cc1 | 48% | 4% | 0 | -0.9 | 5% | 13% | -8% | -1%
CCN(CC(=O)Nc1ccccc1C(F)(F)F)C(=O)/C=C/c1ccc(Cl)c([N+](=O)[O-])c1 | 1% | 3% | -1 | -2.5 | -6% | -13% | -2% | 14%
Cc1coc2c(C)c3oc(=O)c(CCC(=O)N4CCC(C(=O)NCCCC(=O)O)(c5ccccc5)CC4)c(C)c3cc12 | ? | -5% | -1 | 1.2 | -11% | -6% | -4% | -4%
COc1ccccc1NC(=O)CSc1nnc(Cn2nnc(-c3ccccc3)n2)n1-c1ccccc1 | ? | 17% | 8 | -2.2 | -18% | ? | -7% | 10%
COc1ccc(/C=N/NC(=O)c2ccc(OC)c(OC)c2)cc1COc1c(F)c(F)c(F)c(F)c1F | 13% | -15% | 4 | 1.6 | -2% | -28% | 6% | 8%
FC(F)(F)c1nc2nc(Cl)c(Cl)nc2n1CCCN1CCOCC1 | -8% | -8% | 3 | -1.4 | -2% | -6% | 2% | -3%

Part of the list above in order of count of non-hydrogen atoms, low to high.
SMILES | FUS yeast rescue | EPAC1 ag | PI5P4Ka inh | IL-2 act | WRN helicase inh | EPAC1 antagonist | PLK1 PBD inh | Abeta yeast res
FC(F)(F)c1nc2nc(Cl)c(Cl)nc2n1CCCN1CCOCC1 | -8% | -8% | 3 | -1.4 | -2% | -6% | 2% | -3%
O=C(COc1ccc2ccccc2c1)Nc1nnc(-c2ccco2)s1 | 12% | 3% | -4 | -3.4 | -8% | 17% | -8% | -9%
CCN(CC(=O)Nc1ccccc1C(F)(F)F)C(=O)/C=C/c1ccc(Cl)c([N+](=O)[O-])c1 | 1% | 3% | -1 | -2.5 | -6% | -13% | -2% | 14%

From PubChem
